Assay outcomes: PubChem BioAssay, several laboratories
MRP resist rev = MRP-mediated drug resistance reversal; differential viability (reversal), % at 10 µM; actives 0.04% (n = 85,000); H69AR cells + 2 uM doxorubicin, CellTiter-Glo, 72 h;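 active = viability drop by adding the cancer drug above about 55%, with treated viability meeting a 40% cutoff, limit read from the data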;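 note: viability without doxorubicin minus viability with 2 µM doxorubicin for each compound; larger differential means the compound sensitizes cells more to doxorubicin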
IL1B NFkB pot = enhances IL-1B driven NFkB nuclear translocation; HUVEC IL-1B NFkB p65 nuclear translocation imaging; activation, % at 2 µM; actives 0.3% (n = 94,000); AID 819;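 active = activation above 40%, about the mean plus 3 SD, also judged a hit on visual image review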;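 note: percent activation is computed from the nuclear over cytoplasmic p65 intensity ratio; values of inactives mirror those of a sister screen read the other way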
IL1B NFkB inh = blocks IL-1B driven NFkB nuclear translocation in HUVEC cells; HUVEC IL-1B NFkB p65 nuclear translocation imaging; inhibition, % at 2 µM; actives 0.43% (n = 94,000); AID 796;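 active = inhibition above about 30% together with a positive call from visual inspection of the well image, limit read from the data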;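 note: nuclear over cytoplasmic p65 intensity ratio measured by imaging; 0% = IL-1B stimulated DMSO wells and 100% = unstimulated DMSO wells; values of inactives mirror those of a sister screen read the other way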
PLAP inhibitors HTS = inhibition of human placental alkaline phosphatase – biochemical, luminescence, HTS (AID 690) | actives 0.08% (n = 96,000) | inhibition, % at 20 µM; hits with a dose series show IC50 in µM | purified PLAP, luminescent substrate; higher % means a stronger effect; in the data active = a potency from the dose series; inactive = the rest, 99 in 100 with inhibition below about 30%; note: strong numbers were not always called active
Bcl-B TR3 displacers = displacers of TR3 peptide from Bcl-B, primary screen, selectivity assay for Bfl-1 inhibitor project, biochemical, fluorescence polarization; actives 0.11% (n = 96,000); one-dose displacement, % at 20 µM; IC50 in µM for titrated hits; FP displacement of FITC-TR3 peptide from Bcl-B; higher % means a stronger effect;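 active = displacement above 50% at 20 µM plus a fluorescence interference ratio under 1.5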;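 note: plate controls were wells without compound for no effect and wells lacking Bcl-B protein for full effect; a part of the inactive calls stands beside numbers as strong as those of hits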
MRP resist rev cytotoxicity = further read-out of MRP resist rev, marked with its call; viability, %; H69AR cells, CellTiter-Glo, 72 h; measured here: cytotoxicity without doxorubicin
MRP resist rev with doxorubicin = recorded beside MRP resist rev, whose call it bears; viability, %; measured here: viability with 2 uM doxorubicin; hits give low values
IL1B NFkB inh cell count 2 µM = recorded beside IL1B NFkB inh, whose call it bears; cell count; measured here: cells passing quality filter;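 raw number of nuclei counted in each imaged well without normalization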
IL1B NFkB pot cell count 2 µM = also measured in IL1B NFkB pot; calls as there; cell count; measured here: cells passing quality filter
Active calls of the source: *; x = not tested or not shown. The list is partial (hit frequency here may not be typical).

1) O=C1CC(Sc2nnnn2-c2ccccc2)C(=O)N1c1cccc(Cl)c1 (configuration not stated)
2) CC(=O)N(C)c1ccc(NC(=S)Nc2ccccc2)cc1
3) Cc1cc2c(cc1C)/C(=C\C(N)=O)NC(C)(C)C2
4) CC(OC(=O)c1cc2sccc2n1C)C(=O)NCc1ccc(F)cc1 (configuration not stated)
5) CCOCC(=O)Nc1nnc(Cc2ccc(OC)cc2)s1
6) CCN1C(=O)CC(N2CCN(c3ccc(Cl)cc3)CC2)C1=O (configuration not stated)
7) CCOC(=O)c1oc2c(O)c(O)ccc2c(=O)c1-c1nncn1-c1ccccc1
8) O=C(CN(C(=O)CCC(=O)Nc1nccs1)c1ccc(F)cc1)NCC1CCCO1 (configuration not stated)
Screen / compound no.	1	2	3	4	5	6	7	8
MRP resist rev	x	x	12.9	16.9	7.4	8.6	-7.5	-3.0
MRP resist rev cytotoxicity	x	x	95.1	96.5	84.2	97.5	83.8	84.8
MRP resist rev with doxorubicin	x	x	82.2	79.7	76.8	88.9	91.3	87.8
IL1B NFkB pot	32.8	10.1	x	-4.0	5.9	-5.3	-6.4	3.5
IL1B NFkB pot cell count 2 µM	95	114	x	153	128	181	183	129
IL1B NFkB inh	-32.8	-10.1	x	4.0	-5.9	5.3	6.4	-3.5
IL1B NFkB inh cell count 2 µM	95	114	x	153	128	181	183	129
PLAP inhibitors HTS	-49.1%	-7.7%	-7.6%	13.5%	x	-21.6%	1.9%	-16.4%
Bcl-B TR3 displacers	2.4%	-0.7%	0.8%	1.5%	x	0.3%	0.8%	-1.4%

9) CCN1CCN(c2oc(COc3ccc(-c4ccccc4)cc3)nc2C#N)CC1
10) O=C(CCCOc1ccccc1)Nc1cccnc1
11) COc1cc2c(cc1OC)/C(=C/C#N)NC(C)(C)C2
12) Cc1cc(N2CCN(C(=O)c3ccco3)CC2)n2ncc(-c3ccccc3)c2n1
13) O=S(=O)(NCC1CCCO1)c1cc(Cl)ccc1Cl (configuration not stated)
14) Cc1ccccc1N1CCN(Cc2cccc(C(=O)O)c2)CC1
15) COc1ccc(-c2cc(C(=O)NCC(C)C)no2)cc1
16) Cc1cccc(N(CC(O)CON=C2c3ccccc3-c3ccccc32)S(C)(=O)=O)c1 (configuration not stated)
Screen / compound no.	9	10	11	12	13	14	15	16
MRP resist rev	-7.5	8.9	12.9	-29.4	-8.3	11.3	-3.4	-6.3
MRP resist rev cytotoxicity	55.6	95.9	81.5	27.3	92.7	94.1	85.9	45.7
MRP resist rev with doxorubicin	63.1	87.0	68.6	56.7	101.0	82.9	89.3	51.9
IL1B NFkB pot	0.7	5.5	-5.7	12.5	4.2	-6.0	3.1	-2.0
IL1B NFkB pot cell count 2 µM	180	105	135	148	143	113	132	112
IL1B NFkB inh	-0.7	-5.5	5.7	-12.5	-4.2	6.0	-3.1	2.0
IL1B NFkB inh cell count 2 µM	180	105	135	148	143	113	132	112
PLAP inhibitors HTS	-36.8%	x	11.7%	-13.0%	3.9%	-0.4%	3.4%	-72.5%
Bcl-B TR3 displacers	-4.3%	x	-6.4%	-5.0%	-0.5%	11.3%	-2.8%	-1.5%

17) CCOC(=O)c1c(C)nc2c(C#N)cnn2c1C
18) COc1cc(C2C(C(C)=O)=C(O)C(=O)N2c2ccc(C)cc2)ccc1O (configuration not stated)
19) O=C(CSc1cn(CCNC(=O)c2cccs2)c2ccccc12)NC1CCCC1
20) C[N+]1(CCOS(=O)C23CC4CC(CC(C4)C2)C3)CCOCC1 (configuration not stated)
21) COc1ccc(-c2ccc(=O)[nH]n2)cc1
22) CCOc1ccccc1C(=O)Nc1ccccc1O
23) O=C(Nc1ccccc1)c1cc(S(=O)(=O)N2CCOCC2)cs1
24) Cc1cc(C)cc(OCC(=O)N2CCCCCC2)c1
Screen / compound no.	17	18	19	20	21	22	23	24
MRP resist rev	7.5	-8.4	8.3	-11.0	x	6.1	-15.2	3.6
MRP resist rev cytotoxicity	85.4	82.5	90.5	83.8	x	68.0	94.0	84.7
MRP resist rev with doxorubicin	77.8	90.9	82.2	94.8	x	62.0	109.2	81.1
IL1B NFkB pot	34.2	-3.5	11.3	15.9	23.1	4.7	-3.0	16.6
IL1B NFkB pot cell count 2 µM	128	158	167	85	115	124	201	178
IL1B NFkB inh	-34.2	3.5	-11.3	-15.9	-23.1	-4.7	3.0	-16.6
IL1B NFkB inh cell count 2 µM	128	158	167	85	115	124	201	178
PLAP inhibitors HTS	-1.3%	11.2%	1.7%	16.9%	17.6%	18.0%	24.5%	11.5%
Bcl-B TR3 displacers	2.1%	-1.2%	3.7%	10.1%	0.3%	-7.1%	1.9%	-4.8%

Quoted from the listing.
#9 in IL1B NFkB pot: 0.7
#13 in IL1B NFkB pot: 4.2
#11 in PLAP inhibitors HTS: 11.7%

Rewritten field by field: part of the list above.
1	O=C1CC(Sc2nnnn2-c2ccccc2)C(=O)N1c1cccc(Cl)c1 (configuration not stated)
  MRP resist rev: x
  MRP resist rev cytotoxicity: x
  MRP resist rev with doxorubicin: x
  IL1B NFkB pot: 32.8
  IL1B NFkB pot cell count 2 µM: 95
  IL1B NFkB inh: -32.8
  IL1B NFkB inh cell count 2 µM: 95
  PLAP inhibitors HTS: -49.1%
  Bcl-B TR3 displacers: 2.4%

2	CC(=O)N(C)c1ccc(NC(=S)Nc2ccccc2)cc1
  MRP resist rev: x
  MRP resist rev cytotoxicity: x
  MRP resist rev with doxorubicin: x
  IL1B NFkB pot: 10.1
  IL1B NFkB pot cell count 2 µM: 114
  IL1B NFkB inh: -10.1
  IL1B NFkB inh cell count 2 µM: 114
  PLAP inhibitors HTS: -7.7%
  Bcl-B TR3 displacers: -0.7%

Additional structures.
25) Cc1ccc(-c2nnc(Cc3ccc(Cl)cc3)o2)cc1
26) Cc1cc(C)n2c(SCc3ccc(C#N)cc3)nnc2n1
27) CCc1ccc(/C=N/NC(=O)c2cc(C3CC3)nc3ccccc23)s1
28) COc1cccc(CNC(=O)Cn2nc(-c3ccc(Cl)cc3)ccc2=O)c1
29) CCOc1ccc(-c2cc(CCCC(=O)NCc3ccco3)no2)cc1
30) CCCNS(=O)(=O)c1ccc(CCC(=O)N2CCN(c3ccc(OC)cc3)CC2)cc1
31) CC(C)(C)C1CCc2onc(C(=O)Nc3cnn(Cc4ccc(F)cc4)c3)c2C1 (configuration not stated)
32) O=C(/C=C/c1ccc(-c2ccccc2[N+](=O)[O-])o1)c1ccc(F)cc1
Screen / compound no.	25	26	27	28	29	30	31	32
MRP resist rev	2.1	16.5	x	x	0.7	-0.6	-13.3	x
MRP resist rev cytotoxicity	98.7	86.5	x	x	96.0	87.8	42.9	x
MRP resist rev with doxorubicin	96.6	70.0	x	x	95.3	88.4	56.2	x
IL1B NFkB pot	-6.2	-1.8	-11.6	-3.0	x	2.0	13.6	17.9
IL1B NFkB pot cell count 2 µM	132	136	148	144	x	114	96	121
IL1B NFkB inh	6.2	1.8	11.6	3.0	x	-2.0	-13.6	-17.9
IL1B NFkB inh cell count 2 µM	132	136	148	144	x	114	96	121
PLAP inhibitors HTS	14.9%	-8.9%	2.6%	-43.3%	11.1%	-82.2%	8.8%	14.9%
Bcl-B TR3 displacers	-1.8%	-8.6%	1.7%	-18.4%	-2.5%	3.7%	0.3%	4.0%

Two compounds drawn at random from the list so far:
32) O=C(/C=C/c1ccc(-c2ccccc2[N+](=O)[O-])o1)c1ccc(F)cc1
25) Cc1ccc(-c2nnc(Cc3ccc(Cl)cc3)o2)cc1
Screen / compound no.	32	25
MRP resist rev	x	2.1
MRP resist rev cytotoxicity	x	98.7
MRP resist rev with doxorubicin	x	96.6
IL1B NFkB pot	17.9	-6.2
IL1B NFkB pot cell count 2 µM	121	132
IL1B NFkB inh	-17.9	6.2
IL1B NFkB inh cell count 2 µM	121	132
PLAP inhibitors HTS	14.9%	14.9%
Bcl-B TR3 displacers	4.0%	-1.8%

Some entries already given, limited to PLAP inhibitors HTS, IL1B NFkB pot and MRP resist rev with doxorubicin.
no.	canonical_smiles	PLAP inhibitors HTS	IL1B NFkB pot	MRP resist rev with doxorubicin
12	Cc1cc(N2CCN(C(=O)c3ccco3)CC2)n2ncc(-c3ccccc3)c2n1	-13.0%	12.5	56.7
13	O=S(=O)(NCC1CCCO1)c1cc(Cl)ccc1Cl (configuration not stated)	3.9%	4.2	101.0
14	Cc1ccccc1N1CCN(Cc2cccc(C(=O)O)c2)CC1	-0.4%	-6.0	82.9
15	COc1ccc(-c2cc(C(=O)NCC(C)C)no2)cc1	3.4%	3.1	89.3
16	Cc1cccc(N(CC(O)CON=C2c3ccccc3-c3ccccc32)S(C)(=O)=O)c1 (configuration not stated)	-72.5%	-2.0	51.9
